Source: PubChem
All columns: NCI-60 one-dose screen, growth in % after 48 h at 10 µM unless noted; 100 = growth as untreated, 0 = no growth, -100 = all killed.
NCI-H460 – NCI-H460 lung cancer | hit rate 6.8% among 82,000 | AID 1794736
IGROV1 – IGROV1 ovarian cancer; hit rate 4.7% among 79,000
NCI/ADR-RES – NCI/ADR-RES ovarian cells. hit rate 4.4% among 81,000. AID 1794790
NCI-H226 – NCI-H226 lung cancer | hit rate 3.5% among 79,000 | AID 1794732
OVCAR-4 – OVCAR-4 ovarian cancer cells; hit rate 3.7% among 80,000; AID 1794784
NCI-H322M – NCI-H322M lung cancer. hit rate 2.7% among 80,000. AID 1794733
NCI-H522 – NCI-H522 lung cancer. AID 1794739. hit rate 8% among 78,000
SK-OV-3 – SK-OV-3 ovarian cancer cells | hit rate 3.2% among 80,000 | AID 1794785
NCI-H23 – NCI-H23 lung cancer | hit rate 4% among 80,000 | AID 1794731
* hit, by the source's call; . = no result given; & = joins results of further samples. Rule for the calls: active = growth percent below 10; inactive = the rest.

canonical_smiles,NCI-H460,IGROV1,NCI/ADR-RES,NCI-H226,OVCAR-4,NCI-H322M,NCI-H522,SK-OV-3,NCI-H23
CCN(CC)CCOc1ccc(/C(=C(\C)c2ccc(F)c(OC)c2)c2ccc(Cl)cc2)cc1,-54.2*,29.7,39.8,75.7,26.6,65.7,26.9,54.0,25.6
CN1C(=O)/C(=C/c2ccc(C(=O)O)cc2)S/C1=N/c1nccs1,94.7,101.0,102.3,88.2,95.4,88.3,96.5,91.8,93.7
CN1CCN(C(=O)c2ccc(NC(=O)Nc3ccc(-c4nc(N5CCOCC5)c5cccn5n4)cc3)cc2)CC1,7.2*,-29.2*,60.5,-6.5*,-20.2*,-12.0*,12.4,-31.2*,15.4
c1ccc2[nH]c(-c3ccncc3)nc2c1,83.5,110.4,124.3,104.8,110.5,104.2,99.6,.,116.7
C=C(C)[C@@H]1CC[C@]2(C(=O)N3CCN(C)CC3)CC[C@]3(C)[C@H](CC[C@@H]4[C@@](C)(CCCN)[C@H](C(=C)C)CC[C@]43C)[C@@H]12,94.0,103.7,99.8,104.9,111.0,102.3,102.6,108.8,97.4
CCc1cccc(CC)c1NC(=S)N/C=C(\C#N)S(=O)(=O)c1ccc(C)cc1,101.8,104.4,104.6,105.3,98.9,104.0,88.4,102.2,101.5
Cc1ccc(NC(=O)Nc2nccnc2OCc2cccc(Cl)c2)cc1,98.9,98.8,91.7,95.1,110.4,93.8,90.4,92.2,87.0
OCC1OC(n2cnc3c(SCc4ccccc4)nc(F)nc32)C(O)C1O (stereo unspecified),116.5,108.8,100.4,94.0,102.5,113.0,100.8,113.8,101.4
CCC(=O)Oc1ccc(C(CN(C)C)OC(=O)C(c2ccccc2)c2ccccc2)cc1OC(=O)CC (stereo unspecified),109.0,112.2,109.6,95.0,104.2,95.2,78.9,90.7,107.3
CCNC(=O)Oc1ccc(/C(=C(/CC)Cc2ccccc2)c2ccc(OCCN3CCCC3)cc2)cc1,94.1,91.5,97.9,99.4,93.3,91.0,100.3,88.5,101.3
CCOC(=O)c1nn(C2CCCCO2)c2ccc(NC(=O)CSc3nc4ccccc4c(=O)[nH]3)cc12 (stereo unspecified),98.9,100.6,106.7,97.6,100.2,92.5,100.3,.,102.4
COC(=O)Nc1ccc(NC(=O)OC)c2c1C(=O)c1ccccc1C2=O,88.4,52.3,91.5,88.2,103.0,73.5,57.6,49.5,73.5
CC(C)(C)[Si](C)(C)OC1[C@@H](O[Si](C)(C)C(C)(C)C)[C@@H](CNC(=O)NC(=O)NC(=O)CCl)O[C@H]1n1cnc2c(NC(=O)Nc3ccccc3)ncnc21 (stereo partly specified),43.5,-51.8*,50.4,88.2,58.1,103.0,-78.6*,97.3,-35.6*
CC/C(=C\c1ccccc1OC)c1ccncc1,101.6,94.6,94.0,84.3,95.4,100.6,.,103.6,95.3
C=CCn1cc(/C=N\N=C2\C(=O)Nc3ccccc32)c2ccccc21,102.4,72.6,94.8,87.5,72.9,106.4,69.2,98.5,88.6
COC(=O)/C=C/C=C(c1ccccc1)c1ccccc1,88.4,64.2,46.9,93.5,97.0,102.4,70.0,90.5,84.4
COc1cc2c(cc1OC)-c1ccc3cc4c(cc3c1N(CCCn1ccnc1)C2)OCO4,6.3*,38.3,94.4,51.9,67.9,76.9,-19.1*,20.7,16.6
N#Cc1cn[nH]c1N,111.5,106.3,102.2,102.4,110.8,102.0,108.3,106.7,99.9
CC(c1ccccc1)c1ccccc1OCCN(C)C (stereo unspecified),106.8,102.3,91.0,95.1,99.0,94.6,102.9,104.6,89.8
CC1=NN(c2nc(-c3ccccc3)c(C#N)c(=O)n2C)C(=O)C1N=Nc1c(C)n(C)n(-c2ccccc2)c1=O (stereo unspecified),108.1,82.9,94.3,94.7,93.8,108.0,60.6,104.4,90.4
O=C1NC(=O)c2c(Br)c(Br)c(Br)c(Br)c21,107.4&118.2,96.0&120.7,99.9&103.2,97.9&107.1,106.2,99.0&120.3,96.4&95.1,117.7,95.0&105.1
O=C1c2cccc3cccc(c23)C(=O)N1CCCCN1C(=O)c2ccc3c4c(ccc(c24)C1=O)C(=O)N(CCCCN1C(=O)c2cccc4cccc(c24)C1=O)C3=O,105.3,106.7,110.9,106.1,125.9,223.8,113.9,122.0,129.7
COc1cc(NCC(O)CN2CCCCC2)c2ncccc2c1 (stereo unspecified),103.2,120.3,91.1,103.4,62.2,116.7,96.3,82.7,92.9
O=C(O)c1cc2c([nH]c3ccc(F)cc32)c(=O)s1,97.6,88.7,98.1,102.2,94.5,98.4,83.5,114.4,96.3
C/C(=N\NC(=S)Nc1cccc(Cl)c1)c1nnn(-c2ccc([N+](=O)[O-])cc2)c1C,26.5,57.9,36.5,69.1,60.3,66.2,91.0,75.4,58.0
Cc1ccccc1-n1c(C)nc2cc(NC(=O)c3ccc(Cl)cc3)ccc2c1=O,72.4,78.6,82.4,88.8,30.1,94.2,.,83.2,64.3
O/N=C(/CN1CCCCC1)c1ccccc1,111.1,113.1,108.4,112.0,112.2,120.6,114.9,105.0,105.4
COc1ccc2c3nc4cc(C)c(C)cc4nc3n(CCN(C)C)c2c1,-50.6*,-8.6*,0.9*,12.1,-26.1*,0.7*,-22.4*,-12.8*,8.3*
COc1ccc(C2=CCCCCC2)c(OC)c1OC,112.4,114.4,105.6,116.7,101.5,105.3,.,101.2,94.0
Cc1ccc(Nc2ncnc3c2sc2nc(C)cc(C)c23)cc1,98.1,95.4,93.2,101.5,113.0,89.0,89.7,102.5,97.8
O=C(/C=C/Nc1ccccc1)c1ccc2c(c1)Nc1ccccc1S2,62.5,87.3,61.2,43.5,49.2,75.7,61.4,86.3,70.0
Cc1ccc2c(n1)C(=O)C(Br)=C(C1CCCC1)C2=O,110.4,96.0,97.1,94.3,111.8,100.1,83.6,88.7,92.4
Cc1ccc(NC(=O)CNCC(C)C)cc1Cl,101.1,103.1,105.2,97.6,109.5,99.1,89.2,96.8,101.9
N=c1c(S(=O)(=O)c2ccccc2)cc2c(=O)n3ccccc3nc2n1Cc1ccco1,112.6,98.4,95.4,100.8,106.1,97.5,93.6,98.1,95.8
CC1=C(C(=O)N=C(N)C(Cl)(Cl)Cl)SCCO1,117.7,107.9,106.0,109.0,107.7,107.4,102.0,103.6,89.0
CCOC(=O)C1=C(C)NC(C)=C(C(=O)OC)C1c1cccc(C#N)c1 (stereo unspecified),110.7,108.5,99.0,99.6,98.6,104.6,91.1,106.9,98.2
Oc1ccc(-c2cnc3nonc3n2)cc1,98.6,109.9,93.1,107.6,88.1,108.8,74.9,106.3,84.5
CCN1C(=O)N(CC)C2Nn3c(s/c(=C\c4ccccc4F)c3=O)=NC21 (stereo unspecified),21.6,61.1,7.7*,.,84.9,59.4,27.5,44.8,41.8
CC(C)OC(=O)c1nc(-c2cccc(Cl)c2)nc2ccccc12,104.9,98.5,105.6,102.4,102.2,111.0,91.7,104.0,89.9
C1=C\COCc2cc(ccc2OCCN2CCCC2)Nc2nccc(n2)-c2cccc(c2)COC/1,-34.5*,-18.7*,0.9*,-64.9*,-4.9*,-8.5*,-58.1*,-27.6*,-17.3*
Cc1ccccc1NCc1nnc(-c2ccc(Cl)cc2)o1,96.4,85.2,89.7,85.7,101.2,91.5,82.3,88.2,87.8
Cn1c(=O)c2[nH]c(SCC(=O)Nc3ccc(C(=O)/C=C/c4ccccc4)cc3)nc2n(C)c1=O,100.6,92.4,95.2,83.8,99.2,96.2,87.9,101.3,95.0
Oc1ccccc1/C=N/Nc1nc2ccccc2s1,15.7,.,51.6,.,19.9,63.1,.,57.5,59.4
COc1ccc(Nc2ncccc2/C=C/C(=O)c2cc(OC)c(OC)c(OC)c2)cc1,-44.9*,-3.0*,14.0,-43.2*,29.0,52.0,-76.5*,64.6,-8.1*
Cn1ncc2c(N)nc(NCCO)nc21,106.7,99.0,121.3,105.9,104.1,124.4,104.9,101.2,111.9
CC[C@]12C=CCN3CC[C@@]4(c5ccc(OC)cc5N(C)[C@H]4[C@@](O)(C(=O)OC)[C@@H]1OC(=O)CCCN1CCCCC1)[C@@H]32,105.6,109.5,110.4,102.3,104.1,112.2,79.6,90.9,99.5
Cc1ccc2nc(NC(=O)CSc3nc(-c4ccccc4)c(C#N)c(-n4nc(C)cc4C)n3)sc2c1,91.1,46.8,93.6,80.8,98.7,96.6,86.3,90.1,89.0
O=C(NCCCCCCNC(=O)C1CCCN1C(=O)OCc1ccccc1)C1CCCN1C(=O)OCc1ccccc1 (stereo unspecified),104.0,106.1,100.7,94.1,104.5,99.6,102.1,116.2,101.7
NCCNc1nc2scc(-c3ccccc3)c2c(=O)[nH]1,98.6,102.1,93.4,85.9,84.7,89.6,111.5,100.9,88.2
O=C1Nc2ccccc2/C1=C\c1c[nH]c2ccc(Br)cc12,80.8,61.5,57.7,34.9,54.7,64.2,35.8,66.5,77.4

A different layout for some results above:
Structure: COc1ccc(Nc2ncccc2/C=C/C(=O)c2cc(OC)c(OC)c(OC)c2)cc1
  NCI-H460: -44.9*
  IGROV1: -3.0*
  NCI/ADR-RES: 14.0
  NCI-H226: -43.2*
  OVCAR-4: 29.0
  NCI-H322M: 52.0
  NCI-H522: -76.5*
  SK-OV-3: 64.6
  NCI-H23: -8.1*

Structure: Oc1ccc(-c2cnc3nonc3n2)cc1
  NCI-H460: 98.6
  IGROV1: 109.9
  NCI/ADR-RES: 93.1
  NCI-H226: 107.6
  OVCAR-4: 88.1
  NCI-H322M: 108.8
  NCI-H522: 74.9
  SK-OV-3: 106.3
  NCI-H23: 84.5

Structure: CC[C@]12C=CCN3CC[C@@]4(c5ccc(OC)cc5N(C)[C@H]4[C@@](O)(C(=O)OC)[C@@H]1OC(=O)CCCN1CCCCC1)[C@@H]32
  NCI-H460: 105.6
  IGROV1: 109.5
  NCI/ADR-RES: 110.4
  NCI-H226: 102.3
  OVCAR-4: 104.1
  NCI-H322M: 112.2
  NCI-H522: 79.6
  SK-OV-3: 90.9
  NCI-H23: 99.5

Following part:
canonical_smiles,NCI-H460,IGROV1,NCI/ADR-RES,NCI-H226,OVCAR-4,NCI-H322M,NCI-H522,SK-OV-3,NCI-H23
Cc1ccc(C)c2c1C(O)(C#Cc1ccccc1)c1ccccc1C2(O)C#Cc1ccccc1 (stereo unspecified),23.8,-12.5*,71.1,89.9,47.7,55.8,57.2,75.0,92.4
O=C(CSc1nnc(-c2ccc3nc(-c4ccc(Cl)cc4)[nH]c3c2)o1)Nc1ccccc1,114.5,103.9,90.3,68.4,111.8,109.3,92.5,97.3,88.1
COc1ccc(-c2cnn(CC(O)CN3CCN(Cc4ccccc4)CC3)c2)cc1OC1CCCC1 (stereo unspecified),103.3,101.8,97.8,.,89.4,96.9,93.3,.,102.2
Cc1ccc(NC(=O)C2=NCCCCN2)cc1,102.6,102.0,103.1,103.3,103.0,99.8,89.7,100.0,95.6
CC(C)(CCC(=O)O)CCC(=O)O,99.6,101.1,108.8,101.9,108.4,103.6,99.0,107.4,102.3
Cc1c(C(=O)NCc2nc3ccccc3[nH]2)[nH]c2ccc(Cl)cc2c1=O,108.0,99.1,110.5,105.4,99.3,103.4,81.8,97.1,97.8
CC(=O)N\C(N)=N/N=C\C(C)=N/N=C(\N)NC(C)=O,108.6,113.3,94.1,106.2,108.4,88.5,95.2,103.2,105.8
CCCC/C(=C\c1ccc(OC)c(OC)c1)C(=O)NC(Cc1ccccc1)C(=O)C(=O)NCCc1ccc(OC)cc1 (stereo unspecified),98.4,102.2,90.4,80.6,88.8,93.7,89.8,105.3,89.4
Clc1ccc(C2=Nn3c(N/N=C/c4ccc(-c5ccccc5)cc4)nnc3SC2)cc1,107.6,98.6,108.9,96.8,107.6,101.2,89.5,104.3,100.7
CC1(C)CC(=O)C2=C(C1)Nc1cc3c(cc1C2c1ccc(Cl)cc1)OCO3 (stereo unspecified),99.2,95.8,85.0,.,107.5,91.5,77.1,95.2,95.1
COc1ccc2c(c1)OC1(Oc3cc(OC)ccc3C=C1C)C(C)=C2,89.8,84.0,91.8,.,88.3,82.6,86.1,.,96.6
Cc1ccc(S(=O)(=O)c2ccc3[nH]c(=O)nc(N)c3c2)cc1,117.3,104.7,113.7,.,97.2,97.3,82.1,96.0,102.2
CC(C)(C)c1ccc(S(=O)(=O)Oc2ccc(NC(=O)C3CCCC3)cc2)cc1,95.9,100.2,94.8,93.8,89.3,92.1,46.9,93.1,87.9
C/C=C(/C[N+](=O)[O-])c1ccccc1,106.1,99.4,106.5,94.9,105.0,102.4,101.0,94.3,101.5
CCCCCCCCCCCCCCCCCCNC(=S)N/N=C/c1ccc(OC)c(OC)c1,103.5,94.2,97.3,99.2,98.5,98.7,94.6,98.5,93.9
Cc1nn(-c2ccccc2)c2c1C(c1ccccc1)CC(=O)N2 (stereo unspecified),107.4,126.2,97.8,99.8,109.8,104.6,109.2,114.9,112.6
COc1cc2c3c(c(=O)oc2cc1OS(=O)(=O)c1ccc(C(F)(F)F)cc1)CCCCCC3,96.4,105.2,91.1,93.7,77.7,99.9,85.5,99.7,98.8

Looked up by compound from the entries so far, two records:
canonical_smiles,NCI-H460,IGROV1,NCI/ADR-RES,NCI-H226,OVCAR-4,NCI-H322M,NCI-H522,SK-OV-3,NCI-H23
COc1ccc2c(c1)OC1(Oc3cc(OC)ccc3C=C1C)C(C)=C2,89.8,84.0,91.8,.,88.3,82.6,86.1,.,96.6
COc1ccc(-c2cnn(CC(O)CN3CCN(Cc4ccccc4)CC3)c2)cc1OC1CCCC1 (stereo unspecified),103.3,101.8,97.8,.,89.4,96.9,93.3,.,102.2
